# Screens (PubChem)
# ROS inducer: raises reactive oxygen species in U2OS cancer cells. U2OS ROS induction, H2DCF-DA fluorescence. ROS induction (% of piperlongumine), % at 10 µM. actives 2% (n = 46,000). AID 624156; in the data active means ROS induction above about 79%, passing the limit was not always enough; inconclusive means no clear call, values can overlap the other calls;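 further: 0% = DMSO vehicle median and 100% = reference compound median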
# Active calls of the source: *; ? = inconclusive. Only part of the results is shown; rates above refer to the full screens.
SMILES	ROS inducer
O=C(c1ccccc1)c1ccccc1C(=O)c1ccccc1	-4.7
Cc1cc(C)c2c(CC(=O)NCc3ccco3)coc2c1	0.0
CCN1C(=O)/C(=C2\SC(=S)N(c3cccc(Cl)c3)C2=O)c2ccccc21	17.8
COc1cc2c(cc1OC)[C@@H]1C(=O)c3ccc4c(c3O[C@@H]1CO2)CCC(C)(C)O4	8.0
Cc1ccc(Nc2nc(C)cc(C)c2C(N)=O)cc1	19.7
C[C@@H]1CN([C@H](C)CO)C(=O)CCCn2cc(nn2)CO[C@@H]1CN(C)S(=O)(=O)c1cn(C)cn1	-10.1
CC(=O)N(Nc1ccccc1)c1ccccc1	11.2
CCOc1ccccc1NC(=O)CN1C(=O)c2ccc([N+](=O)[O-])cc2C1=O	-7.1

# The list continues.
SMILES	ROS inducer
COc1ccc([Si](C)(C)[C@@H]2[C@@H](CCO)O[C@]3(C(=O)N(Cc4ccccc4)c4ccc(N5C(=O)c6cccc7cccc5c67)cc43)[C@H]2C)cc1	?
Cc1ccc(CC(CC(=O)O)C(=O)Nc2ccccc2I)cc1 (stereo unspecified)	-7.2
CN(CC(=O)N1CCN(c2ccccc2)CC1)S(=O)(=O)c1ccccc1	-16.1
COc1ccc(C#Cc2ccc3c(c2)[C@]2(C(=O)N3)[C@H](C(=O)NC[C@H](O)c3ccccc3)[C@H]3C(=O)O[C@H](c4ccccc4)[C@H](c4ccccc4)N3[C@@H]2c2ccccc2OCCO)cc1	12.1
O=C(CCn1nc(C(F)(F)F)cc1C1CC1)NCCC1=CCCCC1	-8.0
COc1cc(=O)oc(C(C)C(C)O)c1CO (stereo unspecified)	-7.8
C[C@@H]1CN([C@H](C)CO)C(=O)c2cc(NS(C)(=O)=O)ccc2O[C@H]1CN(C)Cc1ccc(Oc2ccccc2)cc1	16.8
C[C@H]1CN([C@@H](C)CO)C(=O)c2cccc(NC(=O)Nc3ccc(F)cc3)c2O[C@@H]1CN(C)Cc1ccccc1	15.4

# Additional compounds.
SMILES	ROS inducer
O=C(Nc1cccc(Cl)c1)c1ccc(CS(=O)c2ccc(Cl)cc2)o1 (stereo unspecified)	-10.6
CC(C)(C)C(=O)CSc1nc2ccccc2c(=O)n1CC1CC1	119.7*
Cc1ccc(S(=O)(=O)N(C)C[C@H]2Oc3ccc(NC(=O)CCCN(C)C)cc3C(=O)N([C@H](C)CO)C[C@@H]2C)cc1	-2.6
CO/N=C1\CN(c2nc3c(cc2F)c(=O)c(C(=O)O)cn3C2CC2)CC1CN (stereo unspecified)	-3.2
C[C@@H]1CN([C@H](C)CO)C(=O)Cc2cc(NC(=O)CCN3CCOCC3)ccc2O[C@H]1CN(C)Cc1ccc2c(c1)OCO2	4.1
Cc1noc(C)c1NC(=O)N(C)C[C@@H]1Oc2ccc(NC(=O)C3CCCCC3)cc2C(=O)N([C@H](C)CO)C[C@H]1C	-0.9
Cc1ccc(C(=O)O)cc1S(=O)(=O)N1CCC(C(=O)O)CC1	-4.8
C[C@@H]1CN([C@H](C)CO)C(=O)c2cccc(NC(=O)Nc3ccccc3)c2O[C@H]1CN(C)Cc1ccc(-c2ccccc2)cc1	41.5

# Next part
SMILES	ROS inducer
C[C@@H]1CN([C@@H](C)CO)C(=O)c2cccc(NS(=O)(=O)c3ccc(F)cc3)c2O[C@H]1CN(C)CC1CCCCC1	6.6
Cc1noc(C)c1NC(=O)N(C)C[C@H]1Oc2c(NC(=O)NC(C)C)cccc2C(=O)N([C@@H](C)CO)C[C@H]1C	2.9
O=S(=O)(CCSc1nc2ccccc2o1)c1nc2ccccc2s1	32.1
C[C@@H]1CCCCO[C@@H](CN(C)S(=O)(=O)c2ccccc2)[C@@H](C)CN([C@H](C)CO)C(=O)c2cc(NS(=O)(=O)c3cn(C)cn3)ccc2O1	10.6
CC(C)(O)CCc1cc2c(cc1O)O[C@H]1c3ccc(O)cc3OC[C@@H]21	24.1
CCOC(=O)Cc1c(C)nc(Cc2ccc(OC(C)C)cc2)[nH]c1=O	-11.4
C[C@@H]1CN([C@H](C)CO)C(=O)c2cc(NC(=O)NC3CCCCC3)ccc2O[C@H]1CN(C)Cc1ccc(C(F)(F)F)cc1	24.3
CN(C)CCOC(=O)COc1ccc(Cl)cc1	-8.9

# Given with each value named: 2 of the compounds above.
O=S(=O)(CCSc1nc2ccccc2o1)c1nc2ccccc2s1
  ROS inducer = 32.1
C[C@@H]1CCCCO[C@@H](CN(C)S(=O)(=O)c2ccccc2)[C@@H](C)CN([C@H](C)CO)C(=O)c2cc(NS(=O)(=O)c3cn(C)cn3)ccc2O1
  ROS inducer = 10.6

# Additional structures follow.
SMILES	ROS inducer
C[C@H]1CN([C@@H](C)CO)C(=O)c2cc(NC(=O)Nc3cccc4ccccc34)ccc2O[C@@H]1CN(C)Cc1ccc2c(c1)OCO2	120.1*
Cc1ccc([N+](=O)[O-])cc1N(CC(=O)Nc1ccccc1Cl)S(C)(=O)=O	-6.5
C[C@@H]1CN([C@H](C)CO)C(=O)c2cc(NC(=O)Cn3cnnn3)ccc2O[C@H]1CN(C)S(=O)(=O)c1cccs1	3.6
C[C@@H]1CCCCO[C@@H](CN(C)C(=O)Nc2ccccc2)[C@@H](C)CN([C@H](C)CO)C(=O)c2cc(NC(=O)Nc3cccc4ccccc34)ccc2O1	48.8
CC(C)NC(=O)N(C)C[C@@H]1OCCCC[C@@H](C)Oc2ccc(NC(=O)c3ccncc3)cc2C(=O)N([C@H](C)CO)C[C@@H]1C	59.8
COc1cccc(NC(=O)C(C)N(c2ccc(Cl)cc2)S(C)(=O)=O)c1 (stereo unspecified)	-5.6
COc1ccc(OC)c(N(CC(=O)Nc2cccc(C(F)(F)F)c2)S(C)(=O)=O)c1	6.5
Cc1cc(C)cc(OCC(=O)Nc2cc(-c3nc4ccccc4s3)ccc2C)c1	-1.8

# New compounds follow:
SMILES	ROS inducer
Cc1noc(C)c1NC(=O)Nc1ccc2c(c1)C(=O)N([C@H](C)CO)C[C@@H](C)[C@@H](CN(C)C(=O)Nc1ccccc1)O2	-2.2
COc1cc2c3cc1Oc1c(OC)c(OC)cc4c1[C@@H](Cc1ccc(OC(=O)c5ccc([N+](=O)[O-])cc5)c(c1)Oc1ccc(cc1)C[C@@H]3N(C)CC2)N(C)CC4	24.4
C[C@H]1CN([C@@H](C)CO)C(=O)Cc2cc(NC(=O)C3CC3)ccc2O[C@@H]1CN(C)Cc1ccc(C(=O)Nc2ccccc2N)cc1	17.5
Cc1c(Cl)c(C(F)(F)F)nn1CC(=O)Nc1ccc(C#N)cc1	-11.1
Cc1cc(C(=O)NCCCN2CCCC2=O)no1	-14.8
Cc1ccc(S(=O)(=O)N2C(=O)CCC2C(=O)Nc2cc(C(F)(F)F)ccc2Cl)cc1 (stereo unspecified)	-18.6
COC(=O)[C@@H](NC(=O)c1cc(C)on1)C(C)C	15.6
CC1=NN(C(=O)CSc2nnc(-c3ccncc3)o2)C(C)(O)C1 (stereo unspecified)	-8.3

# Next part
SMILES	ROS inducer
Cc1csc2nc(CNS(=O)(=O)c3ccccc3)cn12	3.5
O=C(CCCCCCC(=O)Nc1ccccc1O)N/N=C/c1ccccc1OCCO	10.5
C[C@H]1CN([C@@H](C)CO)C(=O)CCCn2nncc2CO[C@H]1CN(C)C(=O)C1CCCCC1	-7.7
C[C@H]1CN([C@@H](C)CO)C(=O)Cc2cc(NC(=O)Nc3ccc(F)cc3)ccc2O[C@H]1CN(C)C(=O)Nc1ccccc1	-14.8
CC(=O)c1c(C)nn(CC(O)COc2ccc3ccccc3c2)c1C (stereo unspecified)	-9.8
C[C@@H]1CN([C@@H](C)CO)C(=O)Cc2cc(NC(=O)Nc3ccccc3)ccc2O[C@@H]1CN(C)Cc1ccc(Oc2ccccc2)cc1	13.0
CCOC(=O)CSc1nc(-c2ccc(OC)cc2)cc(C(F)(F)F)n1	2.9
O=C1CCCC2=C1C(c1ccccc1)NC(=S)N2 (stereo unspecified)	-16.1

# Five compounds out of the list, sorted by formula weight, low to high.
SMILES	ROS inducer
O=C1CCCC2=C1C(c1ccccc1)NC(=S)N2 (stereo unspecified)	-16.1
Cc1csc2nc(CNS(=O)(=O)c3ccccc3)cn12	3.5
CC(=O)c1c(C)nn(CC(O)COc2ccc3ccccc3c2)c1C (stereo unspecified)	-9.8
O=C(CCCCCCC(=O)Nc1ccccc1O)N/N=C/c1ccccc1OCCO	10.5
C[C@H]1CN([C@@H](C)CO)C(=O)Cc2cc(NC(=O)Nc3ccc(F)cc3)ccc2O[C@H]1CN(C)C(=O)Nc1ccccc1	-14.8

# (cont.)
SMILES	ROS inducer
CC1(C)CC(=O)C2=C(C1)Nc1ccccc1N(C(=O)C(F)(F)F)C2c1ccc(Cl)cc1Cl (stereo unspecified)	10.0
Cc1noc(C)c1NC(=O)Nc1ccc2c(c1)C(=O)N([C@H](C)CO)C[C@H](C)[C@H](CN(C)Cc1ccc3c(c1)OCO3)OCCCC[C@@H](C)O2	-1.2
C[C@H]1CN([C@@H](C)CO)C(=O)CCCn2nncc2CO[C@H]1CN(C)Cc1cccc(C(=O)O)c1	20.6
C[C@H]1CN([C@@H](C)CO)C(=O)c2cccc(NS(C)(=O)=O)c2O[C@H]1CN(C)Cc1ccc(-c2ccccc2)cc1	15.0
C[C@H]1CN([C@@H](C)CO)C(=O)Cc2cc(NC(=O)c3ccncc3)ccc2O[C@@H]1CN(C)Cc1ccc(Cl)c(Cl)c1	0.6
c1ccc(N=C(Nc2ccccc2)N2CCOCC2)cc1	-6.2
C[C@H](CO)N1C[C@H](C)[C@H](CN(C)S(=O)(=O)c2cn(C)cn2)Oc2ccc(NS(=O)(=O)c3cn(C)cn3)cc2C1=O	-20.7
C[C@@H]1CN([C@@H](C)CO)C(=O)CCCn2nncc2CO[C@@H]1CN(C)S(=O)(=O)c1cccs1	-15.0

# The listing continues.
SMILES	ROS inducer
C[C@H](CO)N1C[C@H](C)[C@H](CN(C)CC2CCCCC2)Oc2ccc(NS(=O)(=O)c3cn(C)cn3)cc2C1=O	0.7
C[C@@H]1CN([C@@H](C)CO)C(=O)c2cccc(NC(=O)c3ccncc3)c2O[C@H]1CN(C)C(=O)Nc1cccc2ccccc12	7.5
CO[C@H]1O[C@H](CO)[C@@H](OC(=O)Nc2ccc3c(c2)OCO3)[C@@H]2OC(=O)[C@@H](Cc3ccccc3)C/C=C/C[C@H](Cc3ccccc3)C(=O)O[C@@H]12	49.5
C[C@H](CO)N1C[C@H](C)[C@H](CN(C)Cc2ccc(Cl)c(Cl)c2)Oc2ccc(NC(=O)Cc3cn(C)c4ccccc34)cc2C1=O	-2.2
COc1ccc(/C=C/c2cc(OC)cc3c2CCC(C)(C)O3)cc1	25.6
C[C@H](CO)N1C[C@H](C)[C@H](CN(C)C(=O)Nc2ccccc2)Oc2ccc(NS(=O)(=O)c3ccccc3)cc2C1=O	-9.4
C[C@H]1CN([C@@H](C)CO)C(=O)c2cc(N(C)C)ccc2O[C@@H]1CN(C)S(=O)(=O)c1cccs1	-3.3
C[C@H]1CN([C@@H](C)CO)C(=O)Cc2cc(NC(=O)C3CC3)ccc2O[C@H]1CN(C)C(=O)Nc1ccccc1	-6.8

# Later entries:
SMILES	ROS inducer
C=CCn1c(-c2ccccc2)n[nH]c1=S	-7.5
COc1ccc(CN=CC2=C(O)CC(C)(C)CC2=O)cc1	6.9
Cc1ccc(S(=O)(=O)N(C)C[C@H]2Oc3ccc(NS(=O)(=O)c4ccccc4)cc3CC(=O)N([C@H](C)CO)C[C@H]2C)cc1	3.1
CCOC(=O)c1sc(N(Cc2nc(-c3cccc(C)c3)oc2C)C(C)=O)c(C#N)c1C	19.2
C[C@@H]1CN([C@@H](C)CO)C(=O)Cc2cc(NS(=O)(=O)c3ccc(F)cc3)ccc2O[C@@H]1CN(C)Cc1ccncc1	-0.9
COc1ccc(OC)c(S(=O)(=O)N2CCC(C(=O)Nc3ccc4c(c3)OCCO4)CC2)c1	-2.2
CC(C)(C)NS(=O)(=O)c1ccc(NC(=O)COc2ccc3ccccc3c2Br)cc1	17.9
C[C@@H]1CN([C@H](C)CO)C(=O)c2cccc(NC(=O)c3ccc(-c4nccs4)cc3)c2O[C@H]1CN(C)Cc1ccc(C(F)(F)F)cc1	105.3*
CS(=O)(=O)Nc1ccc(-c2nc3cccnc3s2)cc1	-0.8
O=C(O)CCS(=O)(=O)c1cccc2cccnc12	-0.8
COc1cccc(S(=O)(=O)N(C)C[C@H]2OCc3cn(nn3)CCCC(=O)N([C@@H](C)CO)C[C@@H]2C)c1	-14.8
COc1ccc(NC(=O)N(C)C[C@@H]2Oc3c(NC(=O)Nc4ccc5c(c4)OCO5)cccc3C(=O)N([C@@H](C)CO)C[C@@H]2C)cc1	-6.5
CCOc1ccc(-c2cn3c(n2)sc2cc(C(=O)N(C)Cc4ccccc4)ccc23)cc1	?
C[C@@H]1CN([C@H](C)CO)C(=O)c2cccc(NC(=O)c3ccc(-c4nccs4)cc3)c2O[C@H]1CN(C)S(=O)(=O)c1ccc(Cl)cc1	1.7
CN1CCN(C(=O)c2ccccc2NC(=O)CCN2C(=O)c3ccccc3C2=O)CC1	-10.8
CC(=O)NCCOc1ccccc1Cl	-28.8
C[C@@H]1CN([C@@H](C)CO)C(=O)CCCn2nncc2CO[C@H]1CN(C)Cc1cccc(C(=O)O)c1	5.4
COC(=O)c1c[nH]c(=S)n1C	-8.3
COC(=O)CCCCCCC(=O)N/N=C/c1cccc2ccccc12	14.9
Cc1cccc(CN(C)C[C@@H]2OCc3cnnn3CCCC(=O)N([C@H](C)CO)C[C@@H]2C)c1	15.1
COC(=O)c1cc(OC)c(OC)cc1NC(=O)COc1ccc(OC)cc1	18.2
O=C(N/N=C/c1ccccc1)c1ccccc1O	-8.9
Cc1[nH]cnc1/C=N/NC(=O)CCCCC(=O)NO	7.9
CC(C)NC(=O)N(C)C[C@H]1Oc2ccc(NC(=O)C3CC3)cc2C(=O)N([C@H](C)CO)C[C@H]1C	-8.2
COc1ccccc1C1CC(c2ccc(C)cc2)=NN1C(=O)CCC(=O)O (stereo unspecified)	?

# Other entries:
SMILES	ROS inducer
COC(=O)c1ccccc1NC(=O)Cc1coc2cc(C)cc(C)c12	-5.0
C=Cc1cncc2c(=O)n3c(cc12)-c1[nH]c2ccccc2c1CC3	24.2
C/C(=N\O)C12CC3(C)CC(C)(CC(C)(C3)C1)C2	17.9
CN=C(NC#N)NCCSCc1nc[nH]c1C	0.3
